RAM inhibit – inhibitors of the yeast RAM network. S. cerevisiae dse1pr::URA3 reporter, 5-FOA growth OD615, 2 d; analog-sensitive cbk1-as2 kinase mutant strain. inhibition, % at 50 µM. 190,000 tested, 1.8% active;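 active = inhibition above a set limit, 3 SD over mean compound inhibition, cut at about 8.4% in these data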;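 note: 0% = DMSO-only wells with no growth and 100% = 10 µM 1-NA-PP1 full growth; inhibition rescues growth on 5-FOA so higher OD means more RAM inhibition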
Lmaj promast – inhibitors of Leishmania major promastigote growth | Leishmania major promastigotes, resazurin fluorescence viability | inhibition, % at 10 µM | 200,000 tested, 9% active | AID 1063;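 note: promastigotes grown with compound for 44 hours at 28 °C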
PMI act hi M6P – activators of human phosphomannose isomerase at near-saturating mannose 6-phosphate | coupled PMI enzyme assay, resazurin fluorescence, 20 min; stronger effect = higher value; 1 = untreated enzyme, 0 = substrate-free blank | activation factor at 20 µM | 190,000 tested, 0.34% active | AID 1216;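 active = activation factor of 2 or more at 20 µM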
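Test system: human phosphomannose isomerase with PGI, G6PDH, diaphorase coupling enzymes; amount: 15 ng/mL PMI; incubation: enzyme reaction with compound 20 min at room temperature; technique: resorufin fluorescence (Ex 544/Em 590 nm) from resazurin via diaphorase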
PMI activator – phosphomannose isomerase (human) activation. AID 1214. 190,000 tested, 0.005% active. P34949. activation factor at 20 µM. purified human PMI, coupled resazurin fluorescence, 20 min; stronger effect = higher value; 1 = vehicle control, 0 substrate-free wells;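 active = activation factor of 2 or more at 20 µM, relative to plate controls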
S1P3 antagonist – S1P3 (human) receptor antagonism | 170,000 tested, 0.27% active | Q99500 | inhibition, % at 4.98 µM | CHO S1P3 NFAT-BLA reporter, FRET fluorescence, antagonist mode;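 active = inhibition above the plate cutoff, the mean inhibition of test wells on that plate plus 3 SD, cut at about 28% in these data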;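 note: cells challenged with S1P at its EC80 of 0.8 µM; blue over green emission ratio from cleaved BLA substrate after 4 h stimulation; 0% = S1P-stimulated wells and 100% = unstimulated DMSO-only wells; some compounds past the cut are filed as inactive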
TLR4 MyD88 comp – blocks binding of human TLR4 to MyD88 | HeLa CL3-4 TLR4/MyD88 BLA complementation, FRET ratio | inhibition, % at 8.4 µM | 200,000 tested, 0.18% active; in the data active = inhibition above about 25%;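 note: 0% = vehicle and 100% = reference inhibitor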
Target sequence (O00206 whole entry, looked up): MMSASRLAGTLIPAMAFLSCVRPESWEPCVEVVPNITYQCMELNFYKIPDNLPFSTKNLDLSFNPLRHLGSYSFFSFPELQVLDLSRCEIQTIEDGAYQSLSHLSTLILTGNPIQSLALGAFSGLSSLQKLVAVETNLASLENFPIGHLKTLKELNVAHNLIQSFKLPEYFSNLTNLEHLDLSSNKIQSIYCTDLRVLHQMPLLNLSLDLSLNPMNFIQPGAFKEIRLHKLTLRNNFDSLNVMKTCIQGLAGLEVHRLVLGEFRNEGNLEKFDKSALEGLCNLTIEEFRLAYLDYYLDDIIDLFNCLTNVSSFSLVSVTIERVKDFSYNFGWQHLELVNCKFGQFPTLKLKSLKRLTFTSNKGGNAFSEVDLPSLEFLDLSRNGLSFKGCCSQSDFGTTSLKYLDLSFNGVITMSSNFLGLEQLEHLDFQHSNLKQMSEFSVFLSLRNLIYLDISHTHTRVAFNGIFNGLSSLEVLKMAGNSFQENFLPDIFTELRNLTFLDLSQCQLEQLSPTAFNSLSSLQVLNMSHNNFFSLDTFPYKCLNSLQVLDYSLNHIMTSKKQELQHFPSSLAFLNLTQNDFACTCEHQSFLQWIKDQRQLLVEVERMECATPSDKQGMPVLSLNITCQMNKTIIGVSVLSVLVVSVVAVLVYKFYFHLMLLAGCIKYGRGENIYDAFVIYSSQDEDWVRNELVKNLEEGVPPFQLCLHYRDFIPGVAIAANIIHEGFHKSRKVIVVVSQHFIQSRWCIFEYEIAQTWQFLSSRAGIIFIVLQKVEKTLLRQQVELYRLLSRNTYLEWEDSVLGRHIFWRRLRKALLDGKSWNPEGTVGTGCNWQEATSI
Target sequence (Q99836 whole entry, looked up): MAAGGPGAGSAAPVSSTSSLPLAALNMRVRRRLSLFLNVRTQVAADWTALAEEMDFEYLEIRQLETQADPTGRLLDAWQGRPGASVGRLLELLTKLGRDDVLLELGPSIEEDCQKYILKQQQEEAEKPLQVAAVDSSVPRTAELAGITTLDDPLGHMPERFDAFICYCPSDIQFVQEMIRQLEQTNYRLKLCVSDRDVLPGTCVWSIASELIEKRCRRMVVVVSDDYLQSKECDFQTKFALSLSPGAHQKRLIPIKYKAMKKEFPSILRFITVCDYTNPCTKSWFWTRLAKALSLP
Diaph inh CS – inhibits diaphorase or chemically oxidizes, flagging diaphorase assay artifacts. inhibition, % at 20 µM. 190,000 tested, 0.69% active. diaphorase resazurin-to-resorufin fluorescence, NADH, 16 min; bacterial (C. kluyveri) enzyme, not human;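 active = primary screen inhibition at 20 µM above a set limit, cut at about 50% in these data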;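 note: plate controls were DMSO with full reaction for no effect and wells lacking NADH for full effect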
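material = Clostridium kluyveri diaphorase enzyme | amount = 0.14 U/mL diaphorase, enzyme working solution | schedule = incubation 16 min, room temperature | detection = fluorescence of resorufin formed from resazurin, Ex 544/Em 590 nm | benchmarks = positive control minus NADH, DMSO neutral control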
G6PDH CS – inhibits Leuconostoc G6PDH, flagging false hits in G6PDH-based assays; Purified L. mesenteroides G6PDH, diaphorase/resazurin coupled fluorescence, 45 min; AID 1020; inhibition, % at 5 µM; 200,000 tested, 0.12% active
Diaph act CS – counter-screen for diaphorase-based assays: diaphorase activators and chemical reducers; activation factor at 20 µM; 190,000 tested, 0.005% active; AID 1229; Diaphorase/resazurin coupled assay, resorufin fluorescence, 16 min; stronger effect = higher value; 1 = vehicle wells, 0 = NADH-free wells;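 active = diaphorase activity raised at least twofold by the compound at 20 µM; inactive = activation factor below 2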
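Material: Purified diaphorase enzyme from Clostridium kluyveri | Buffer or medium: 50 mM HEPES pH 7.4 with 4.542 mM MgCl2, 0.005% Tween 20 | Times: 16 min enzyme reaction, ambient temperature | Signal: Red resorufin fluorescence at 544/590 nm excitation/emission | Measure: Increased resorufin signal from activators or reducing compounds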
DTT redox prof – compounds producing H2O2 with reducing agent – biochemical, NIH compound library profiling, artefact control for MLSCN library redox annotation, primary screen | DTT-dependent redox cycling H2O2, phenol red/HRP absorbance; 100% = 100 µM peroxide control, 0% = buffer | activation, % at 10 µM | 200,000 tested, 0.03% active | AID 878;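 active = activation of at least 50% relative to the plate's high and low controls in the primary single-dose screen; inactive = activation below 50%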;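 note: compound incubated with DTT at 0.8 mM final as the reducing agent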
Hsp70 activator – transcriptional activators of Hsp70. 200,000 tested, 0.04% active. HeLa Hsp70 promoter luciferase reporter, luminescence; scaled: vehicle 0, proteasome-inhibitor control 100%. activation, % at 10 µM;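 active = activation above the mean across all tested compounds plus 3 SD, cutoff set per campaign, cut at about 5.5% in these data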;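 note: 100% = MG132 at 30 µM as the positive control and 0% = DMSO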
An asterisk follows results filed as active; · = no result given. Cut-off read from the data, not from the text of the source, unless noted: active = inhibition above about 50%; inactive = the rest. Rows were taken by chance (roughly 12% active in at least one column).

molecule | RAM inhibit | Lmaj promast | PMI act hi M6P | PMI activator | S1P3 antagonist | TLR4 MyD88 comp | Diaph inh CS | G6PDH CS | Diaph act CS | DTT redox prof | Hsp70 activator
O=C(N/N=C/c1ccccn1)c1cc([N+](=O)[O-])cc([N+](=O)[O-])c1 | 0.2 | 89* | 1 | 1 | 14 | 4 | 16 | 22 | 0.8 | 0.0 | 0.2
COc1cc(NC(=O)COC(=O)CSc2ccc3ccccc3c2)c(C)cc1[N+](=O)[O-] | 2.2 | -6 | 0.9 | 0.9 | -9 | 6 | 29 | -3 | 0.7 | -0.1 | -0.4
CCc1c(C)sc(NC(=O)OC)c1C(=O)N1CCOCC1 | 1.1 | -6 | 1 | 1 | 15 | -2 | 10 | 10 | 0.9 | -1.4 | -0.2
Cc1c(/C=N\NC(=O)c2csc3ccccc23)cnn1C | 3.1 | -2 | 1 | 1 | · | -4 | 6 | 3 | 0.9 | 1.8 | 0.0
Cc1ccc(NC(=O)COC(=O)/C=C/c2ccccc2)cc1S(=O)(=O)N1CCOCC1 | 3.0 | 7 | 1 | 1.1 | -22 | 5 | 21 | 3 | 0.8 | -1.7 | -0.2
O=C(CNC(=O)c1cccc(Br)c1)N/N=C/c1cc(Br)cc(Br)c1O | 2.0 | -10 | 1.2 | 1.2 | -2 | 15 | 14 | -11 | 0.9 | -2.1 | -0.5
COc1ccc(/C=C2\SC(=NCc3ccccc3)NC2=O)cc1 | 3.5 | 7 | 1.1 | 1 | 5 | 3 | -3 | -8 | 1 | -0.1 | -0.3
CC1CCCCN1S(=O)(=O)c1ccc(C(=O)Nc2sccc2C(N)=O)cc1 (stereo unspecified) | 2.4 | 18 | 0.9 | 0.9 | · | -7 | 19 | 12 | 0.8 | -1.1 | 0.0
CCN1CCN(c2nc3ccccc3nc2C(C#N)C(=O)OCc2ccccc2)CC1 (stereo unspecified) | 1.1 | 8 | 0.7 | 0.9 | 6 | -7 | 19 | -1 | 0.8 | -0.1 | -0.3
Cc1nc2cc(F)ccc2n1C1CCN(C(=O)c2ccc(F)cc2F)CC1 | 0.5 | 11 | 1 | 1.1 | -5 | -12 | 4 | 5 | 1 | -0.9 | 0.0
O=C(CCN1c2ccccc2Sc2ccccc21)Nc1ccccc1 | 5.8 | 16 | 0.9 | 0.8 | · | 10 | 19 | 3 | 0.8 | -0.3 | -0.4
O=C(NC1CCSC1=O)c1ccc(Oc2cccc(C(F)(F)F)c2)nc1 (stereo unspecified) | 0.0 | -6 | 1 | 1 | · | 0 | 8 | 10 | 0.9 | 1.4 | -0.4
O=C(N/N=C/c1ccco1)c1cccc([N+](=O)[O-])c1 | 1.8 | -10 | 1.1 | 1 | 5 | -14 | -3 | 11 | 1 | -0.1 | 0.1
C=CCSc1nnc(-c2nnc(SCC=C)n2CC)n1CC | 0.4 | -4 | 0.9 | 0.9 | · | -5 | 8 | 11 | 0.9 | 2.9 | -0.3
CC(=O)c1ccc(NC(=O)CSCCO)cc1 | 2.3 | -7 | 0.9 | 0.9 | -31 | -9 | 14 | 3 | 0.9 | -2.5 | 0.1
CCCn1c(NCc2ccc3c(c2)OCO3)nc2ccccc21 | 1.8 | 82* | 0.9 | 0.9 | 15 | -8 | 3 | 3 | 1 | -0.4 | -0.2
CC(C)n1c(SCC(=O)Nc2nc3ccccc3s2)nc2c1c(=O)n(C)c(=O)n2C | 8.2 | 11 | · | · | · | -13 | · | · | · | 0.8 | -0.3
COC(=O)C1CCN(C(=O)c2ccc(NC(C)=O)cc2)CC1 | 1.2 | -7 | 1 | 1 | -22 | -14 | 8 | 0 | 0.9 | 1.3 | -0.2
COc1ccc(C2CC(c3cc(OC)ccc3OC)n3nnnc3N2)cc1 (stereo unspecified) | 1.7 | 1 | 1 | 1 | 6 | -12 | 12 | 4 | 0.9 | -0.4 | -0.2
COc1ccc(OC)c(S(=O)(=O)N2CCC(C(=O)NCCC3=CCCCC3)CC2)c1 | 2.2 | -3 | 1.1 | 1 | 13 | 5 | 8 | 7 | 0.9 | -2.9 | -0.5
O=C(Cc1ccccc1)N/N=C/c1cccn1-c1ccc([N+](=O)[O-])cc1 | -0.1 | 35 | 1.2 | 1.2 | 3 | 7 | 8 | 0 | 0.9 | 0.4 | -0.2
Cc1cc(S(=O)(=O)Nc2cc(C)c(O)c(C)c2)c(C)s1 | 0.8 | 100* | 1.1 | 1 | · | 3 | 0 | 7 | 1 | -0.1 | -0.5
CC(=O)NCC1=C(NC(C)=O)C2CC1C(C)(C)C2C (stereo unspecified) | 0.2 | 0 | 1 | 0.9 | -10 | -9 | 8 | 1 | 0.9 | 0.5 | -0.1
C=CCN(C(=O)CCC(=O)Nc1cc(C)on1)C(C(=O)NC1CCCC1)c1cccnc1 (stereo unspecified) | 1.6 | -2 | 0.9 | 0.9 | 3 | -8 | 16 | 7 | 0.8 | -0.6 | 0.1
COc1c(Br)cc(Br)cc1/C=N/n1c(C)nnc1C | 0.0 | 20 | 1.1 | 1 | -24 | 11 | 2 | -4 | 1 | 0.2 | 0.3

Some of these compounds in order of their number in G6PDH CS, low to high:
| SMILES | G6PDH CS |
| --- | --- |
| COc1c(Br)cc(Br)cc1/C=N/n1c(C)nnc1C | -4 |
| CC(=O)NCC1=C(NC(C)=O)C2CC1C(C)(C)C2C (stereo unspecified) | 1 |
| Cc1c(/C=N\NC(=O)c2csc3ccccc23)cnn1C | 3 |
| COc1ccc(OC)c(S(=O)(=O)N2CCC(C(=O)NCCC3=CCCCC3)CC2)c1 | 7 |

Sorted by SMILES length (high to low): 3 of the compounds above
molecule | RAM inhibit | Lmaj promast | PMI act hi M6P | PMI activator | S1P3 antagonist | TLR4 MyD88 comp | Diaph inh CS | G6PDH CS | Diaph act CS | DTT redox prof | Hsp70 activator
Cc1ccc(NC(=O)COC(=O)/C=C/c2ccccc2)cc1S(=O)(=O)N1CCOCC1 | 3.0 | 7 | 1 | 1.1 | -22 | 5 | 21 | 3 | 0.8 | -1.7 | -0.2
CC(C)n1c(SCC(=O)Nc2nc3ccccc3s2)nc2c1c(=O)n(C)c(=O)n2C | 8.2 | 11 | · | · | · | -13 | · | · | · | 0.8 | -0.3
O=C(N/N=C/c1ccco1)c1cccc([N+](=O)[O-])c1 | 1.8 | -10 | 1.1 | 1 | 5 | -14 | -3 | 11 | 1 | -0.1 | 0.1

Next part:
molecule | RAM inhibit | Lmaj promast | PMI act hi M6P | PMI activator | S1P3 antagonist | TLR4 MyD88 comp | Diaph inh CS | G6PDH CS | Diaph act CS | DTT redox prof | Hsp70 activator
COc1ccc(S(=O)(=O)N(CC(=O)NCC2CCCO2)c2ccc(F)cc2)cc1OC (stereo unspecified) | -1.1 | -2 | 1 | 1 | · | 10 | 1 | 8 | 1 | 1.8 | -0.4
Cc1ccn(-c2n[nH]c(C)c2[N+](=O)[O-])n1 | -0.5 | -6 | 0.9 | 1 | -27 | -1 | 13 | 10 | 0.9 | -1.0 | 0.6
COc1ccc(C(CNC(=O)c2oc3ccc(Br)cc3c2C)N2CCCCC2)cc1 (stereo unspecified) | -0.1 | 60* | 0.9 | 0.9 | -4 | -15 | 4 | 0 | 1 | 0.4 | -0.3
O=C(NCc1cn2ccccc2n1)c1ccco1 | 1.8 | -2 | 1 | 0.9 | · | 2 | -4 | 38 | 1 | 0.1 | -0.4
COc1ccccc1/C=C/C=N/N1CCN(Cc2ccccc2)CC1 | -0.6 | -4 | 0.9 | 0.7 | -18 | 13 | 14 | 8 | 0.9 | -0.6 | -0.1
COc1cc(/C=C(/C#N)c2nc3ccccc3[nH]2)ccc1OCc1ccc(C(=O)O)o1 | 7.9 | -3 | 1 | 1.1 | · | 4 | 22 | 12 | 0.8 | -3.6 | 0.5
CCOC(=O)C1(CCCc2ccccc2)CCN(C(=O)CN2C(=O)CSC2=O)CC1 | 3.2 | 4 | 1 | 1 | 18 | -1 | 14 | 14 | 0.9 | -1.4 | -0.1
CCN1C(=O)C(CC(=O)Nc2c(C)cccc2C)Nc2cc(S(=O)(=O)N(C)C)ccc21 (stereo unspecified) | 2.2 | -5 | 0.9 | 0.9 | 4 | 6 | 13 | 7 | 0.9 | -1.9 | -0.1
COC(=O)c1cccc(NC(=O)c2ccc(S(=O)(=O)N3CCN(C)CC3)cc2)c1 | 0.4 | -1 | 1 | 1 | -14 | 12 | 4 | -1 | 1 | 2.9 | -0.5
FC(F)(F)c1cccc(-c2nnc(-c3ccccc3)c(N3CCOCC3)n2)c1 | 1.9 | 3 | 1 | 1 | · | 6 | 6 | 8 | 0.9 | 0.1 | -0.3
Cc1ccccc1OCCCn1c(CO)nc2ccccc21 | 2.7 | 9 | 1 | 1 | -16 | -4 | 12 | 8 | 0.9 | -1.6 | -0.1
Cc1cccc(NC(=S)NNC(=O)c2ccccc2OC(F)F)c1 | 0.8 | 0 | 1.1 | 1.1 | · | 0 | -8 | 11 | 1.1 | -0.8 | -0.1
CN1c2ccccc2N(C)C1(C)c1cccc2ccccc12 | 2.7 | 35 | 1 | 0.7 | -23 | -1 | 59* | -4 | 0.4 | 0.0 | -0.3
O=C(Nc1ccc(S(=O)(=O)C(F)F)cc1)c1cccc(S(=O)(=O)N2CCOCC2)c1 | 2.2 | -1 | 0.9 | 0.9 | 18 | 4 | 16 | -8 | 0.8 | -3.7 | -0.4
COc1ccc(CCNC(=O)c2ccncc2)cc1OC | 1.7 | -2 | 0.9 | 1 | -66 | 0 | 9 | 17 | 0.9 | 1.3 | -0.4
CCc1nnc(NC(=O)C2COc3ccccc3O2)s1 (stereo unspecified) | -0.1 | -4 | 1 | 1 | · | -10 | 8 | -4 | 0.9 | 0.1 | -0.2
O=C(NC(=O)c1cccc(Cl)c1)OC[C@@H]1CCCN2CCCCC12 (stereo partly specified) | 3.2 | -4 | 0.9 | 0.9 | · | -10 | 9 | 10 | 0.9 | -0.9 | 0.1
Cc1noc(C)c1COC(=O)COc1ccc(C#N)cc1 | 2.2 | 0 | 1 | 1.1 | -12 | 4 | 0 | 2 | 1 | -0.3 | -0.1
CCC1CCCCN1S(=O)(=O)c1ccc(S(=O)(=O)N(Cc2ccccn2)CC2CCCO2)cc1 (stereo unspecified) | 1.1 | 17 | 1.2 | 1.3 | 0 | -4 | 15 | -1 | 0.9 | -0.6 | -0.5
